Screening results deposited in PubChem BioAssay by several laboratories.
HIV RNase H inh – blocks HIV-1 RNase H cleavage of RNA/DNA duplex | inhibition, % at 10 µM | RT-RNase H RNA/DNA duplex cleavage, fluorescence | P04585 | hit rate 1.9% among 65,000; in the data active = inhibition above about 50%
RmlC RmlD mix – inhibitors of RmlC and RmlD coupled enzymes | RmlC/RmlD coupled enzyme inhibition, 384-well mixture HTS | inhibition, % at 5.5 µM | hit rate 0.39% among 110,000; in the data active = inhibition above about 30%, passing the limit was not always enough; also: strong numbers were not always called active
* hit, by the source's call; nt = not tested or not shown. A portion of the library (hit frequency here may not be typical).

#	SMILES	HIV RNase H inh	RmlC RmlD mix
1	O=C(COC(=O)c1cncc(Br)c1)NCC1CCCO1 (centres undefined)	3	-53
2	O=C(Cc1cccs1)NCc1ccc(F)cc1	0	102
3	CCOc1ccc(C(C)=O)cc1CSc1nnc(-c2cccs2)n1CC1CCCO1 (centres undefined)	1	6
4	C=CCSc1nc(C)c(CC(=O)OCCCC)c(=O)[nH]1	-10	-4
5	O=C1CC(C(=O)NCc2ccccc2)N=C(N2CCCCC2)N1 (centres undefined)	-1	8
6	CS(=O)(=O)N1CCN(Cc2ccc(C(F)(F)F)cc2)CC1	nt	10
7	CC[C@@H]1CC=C[C@H]2[C@H]1C(=O)N(Cc1ccccc1)[C@H]2c1ccc2ccccc2c1	nt	8
8	CCc1nc(-c2ccc(C)nc2OC)no1	nt	-21
9	Cc1ccc(NC(=O)CSc2nnc(-c3cnccn3)n2-c2ccccc2)cc1	nt	9
10	CN(C)c1ccc(C(=O)OCc2ccccc2)cc1	nt	-15
11	O=C(C1=COCCO1)N1CCN(S(=O)(=O)c2cccc(Cl)c2Cl)CC1	-6	-11
12	Cc1c(C)n(Cc2ccccc2)c2ncnc(N)c12	-44	9
13	CCC(C)(C)NC(=O)C(c1ccccc1)N(Cc1cccs1)C(=O)Cn1nnc2ccccc21 (centres undefined)	nt	-5
14	CC1(C)CC(=O)C(C=NCCN2CCN(C(=O)c3ccccc3)CC2)=C(O)C1	2	10
15	Cc1cc(C(=O)N2CCN(c3ccccn3)CC2)no1	-6	-6
16	CCn1c(SCC(=O)Nc2ccccc2)nnc1-c1ccc(S(=O)(=O)N2CCOCC2)cc1	-7	-8
17	Cc1cc(C(=O)OCCN2C(=O)c3ccccc3C2=O)c2ccccc2n1	nt	-8
18	O=C(NCCc1c[nH]c2ccccc12)c1cnc2n(c1=O)CCS2	32	-10
19	O=S(=O)(c1ccc(N2CCN(c3ccc(F)cc3)CC2)cc1)N1CCCC1	1	-12
20	COc1cccc(C(=O)NCC2CCN(c3ccc(S(=O)(=O)N4CCOCC4)cc3)CC2)c1	37	5
21	CCOc1ccc(C(=O)Nc2ccccc2N2CCCC2)cc1	nt	-16
22	Nc1c(C(=O)NCc2ccco2)nnn1CC(=O)Nc1ccccc1	nt	3
23	O=C(NC1CCN(C(=S)NCc2ccco2)CC1)c1ccc(F)cc1	nt	-14
24	CCOC(=O)CN1C(=O)C(=O)c2cc(C)ccc21	nt	9
25	O=C(NC1CCCC1)C(c1ccccc1)N(C(=O)c1ccco1)C1CCCC1 (centres undefined)	nt	2
26	c1ccc(N2CCN(Cc3cn4cccnc4n3)CC2)cc1	-4	7
27	O=C(NCc1ccc2c(c1)OCO2)C1CCC(CNS(=O)(=O)c2ccc(Cl)cc2)CC1 (centres undefined)	nt	-27
28	CCOc1ccc(NS(=O)(=O)c2ccc3c(c2)CCN3C(=O)C2CCC2)cc1	nt	8
29	O=C(O)Cn1c(SCCOc2ccccc2F)nc2ccccc21	-11	1
30	COC(=O)CCC(=O)N1CCc2cc(S(=O)(=O)N3CCN(c4ccccc4Cl)CC3)ccc21	7	3
31	CCn1c(SCC(=O)c2ccc(Br)cc2)nnc1C(C)NC(=O)Cc1ccc(OC)cc1 (centres undefined)	nt	0
32	Cc1ccc(-c2nc(CS(=O)(=O)CC(=O)N3CCc4ccccc4C3)c(C)o2)cc1	-35	-10
33	COc1ccc(OC)c(C2c3c(oc4ccccc4c3=O)C(=O)N2CCCN(C)C)c1 (centres undefined)	-4	117
34	CCOC(=O)c1cnc2ccccc2c1NCCO	0	9
35	COC(=O)C1=C(C)Nc2nnnn2C1c1cc(OC)ccc1OC (centres undefined)	-24	-8
36	CC1CN(c2nc3c(c(=O)n(Cc4ccc(Cl)cc4)c(=O)n3C)n2C)CC(C)O1 (centres undefined)	-8	25
37	CC(=O)N(C(C)=O)C1=C(C#N)C2(CCCCC2)Cc2ccccc21	nt	7
38	O=C(Nc1cccc(C(F)(F)F)c1)c1cc(S(=O)(=O)N2CCCCC2)ccc1N1CCOCC1	-3	9
39	Cc1cc(NC(=O)CCC(=O)N(CC(=O)NC2CCCC2)Cc2ccccc2Cl)no1	2	-4
40	Cc1sc(NC(=O)CSc2nc(N)n(CC(=O)c3ccccc3)n2)c(C#N)c1C	-25	67
41	Cn1nc(CC(=O)N2CCN(c3ccccc3)CC2)c2ccccc2c1=O	-11	-26
42	C=CCCC(=O)Nc1nc(C)c(-c2csc(Nc3ccc(Cl)cc3)n2)s1	nt	-19
43	Cn1c(=O)c2ncn(CC(=O)Nc3cccc(-c4nc5ccccc5s4)c3)c2n(C)c1=O	nt	8
44	CC(C)NC(=O)c1cc(C(=O)c2cc(Cl)ccc2O)coc1=N	-8	4
45	COc1ccc(S(=O)(=O)N2CCN(c3ccc4nnc(-c5ccc(F)cc5)n4n3)CC2)cc1	-11	-16

A different layout for 3 compounds above:
35) COC(=O)C1=C(C)Nc2nnnn2C1c1cc(OC)ccc1OC (centres undefined)
36) CC1CN(c2nc3c(c(=O)n(Cc4ccc(Cl)cc4)c(=O)n3C)n2C)CC(C)O1 (centres undefined)
37) CC(=O)N(C(C)=O)C1=C(C#N)C2(CCCCC2)Cc2ccccc21

assay / compound | 35 | 36 | 37
HIV RNase H inh | -24 | -8 | nt
RmlC RmlD mix | -8 | 25 | 7

Remaining list, next part.
#	SMILES	HIV RNase H inh	RmlC RmlD mix
46	O=C(Nc1ccc([N+](=O)[O-])cc1)C1C(c2ccccc2)=C1c1ccccc1	nt	0
47	CCOC(=O)c1cnn(-c2nc3c(C)cccc3s2)c1C	nt	-10
48	Cc1ccc(NC2=NCC(=O)N2CCc2ccccc2)cc1C	nt	2
49	CN(C)c1ccc2c(O)cc(=O)n(C)c2c1	5	-37
50	CCCCNC(=O)C1CCCN1C(=O)Nc1cccc(OC)c1 (centres undefined)	-3	-8
51	COc1ccc(CCNC(=O)NC(C(F)(F)F)C(F)(F)F)cc1OC	-3	-7
52	COc1ccc(NC(=O)CN2CCN(c3ccccc3F)CC2)cc1	-11	-15
53	CN1CCN(C(=O)C2(NC(=O)Nc3cccc(F)c3)CCCCC2)CC1	-1	-17
54	Cn1c(Cc2csc(N)n2)nnc1SC/C=C/c1ccccc1	-8	-15
55	CCN(CC)S(=O)(=O)c1ccc(Nc2cc(C)nc3ncnn23)cc1	-5	18
56	O=c1[nH]c(N2CCN(c3ccccc3)CC2)nc2c1CCCC2	nt	-9
57	CCN(c1ccc(NC(=O)COC(=O)c2ccc(S(=O)(=O)N3CCCC3)cc2)cc1)C(C)C	nt	0
58	CCCCCC(=O)N1CCN(CCN=CC2=C(O)CC(c3ccc(OC)c(OC)c3)CC2=O)CC1 (centres undefined)	-13	nt
59	CCn1c(COc2ccccc2C)nnc1SCC(=O)N1CCCCC1	-11	-14
60	Cc1nc2ccc(NC(=O)C3CCN(S(=O)(=O)c4cccs4)CC3)cc2s1	5	-9
61	Cc1cc(C)n2nc(C(=O)Nc3ccc(N4CCOCC4)cc3)nc2n1	nt	2
62	O=[N+]([O-])C(/C=C(\Cl)[N+](=O)[O-])=C1N(Cc2ccc(Cl)nc2)CCN1Cc1ccc(Cl)nc1	nt	-4
63	O=C(Nc1ccc(F)cc1)C1CCCN(S(=O)(=O)c2cccc3cccnc23)C1 (centres undefined)	-68	-1
64	Cc1c(C)c2cc(Cl)c(O)c(CN3CCN(C)CC3)c2oc1=O	3	97*
65	CCOC(=O)C1CCN(S(=O)(=O)c2ccc(-n3cnnn3)c(C)c2)CC1	1	7
66	Cc1ccc(C(=O)NCCCNCCCN(C)C)cn1	-5	16
67	CCOC(=O)N1CCN(C(=O)CCN2C(=O)COc3ccccc32)CC1	-16	-12
68	O=C(OCC(=O)N1CCN(C(=O)c2ccco2)CC1)c1cc(-c2ccco2)nc2ccccc12	nt	30*
69	COc1ccccc1-c1noc(-c2cccs2)n1	nt	-46
70	NC(=S)N/N=C\c1ccc(-c2cccc(Cl)c2Cl)o1	nt	-3
71	Clc1cccc(Cl)c1C1N2CCCN12 (centres undefined)	nt	6
72	CCOC(=O)c1c(NC(=O)CSc2nnnn2-c2ccc(OC)cc2)sc(C)c1C	nt	-11
73	CCCc1cc(N2CCCC2)n2nc(C)c(-c3ccccc3)c2n1	0	16
74	CCN(CC)C(=O)COC(=O)c1ccc(O)cc1	-4	8
75	Clc1ccccc1CSc1nnc(-c2ccccn2)n1Cc1ccco1	-27	21
76	Cc1noc(C)c1C(=O)OCC(=O)Nc1cc(Cl)ccc1Oc1ccccc1	nt	-9
77	C=CCn1c(SCC(=O)Nc2ccc3c(c2)OCO3)nnc1-c1ccccc1	1	-11
78	Cc1c(CCOC(=O)C23CC4CC(CC(C)(C4)C2)C3)sc[n+]1Cc1ccccc1	nt	-9
79	O=C(/C=C/c1ccc(-c2ccccc2[N+](=O)[O-])o1)c1ccc(Br)cc1	nt	-8
80	NC(=O)C1CCN(Cc2nc(-c3ccccc3)no2)CC1	-5	4
81	N#Cc1nc(-c2ccco2)oc1NCCCn1ccnc1	-2	nt
82	S=c1nn[nH]n1C12CC3CC(CC(C3)C1)C2	nt	12
83	CCCCNC(=O)C1CCN(S(=O)(=O)c2c(C)noc2/C=C\c2ccc(OC)cc2)CC1	nt	14
84	COc1ccc(Br)cc1CNc1ccc(O)cc1	5	3
85	CCOC(=O)N1CCN(C(=O)Cn2ccc3ccccc3c2=O)CC1	-1	-13
86	CSc1cccc(NC(=O)C2CCN(S(=O)(=O)c3ccc(F)cc3)CC2)c1	3	-4
87	O=C(O)c1nc(N2CCCC2)ncc1Cl	nt	-6
88	Cn1c(=O)[nH]c(=O)c2c1nc(CN1CCN(c3cccc(Cl)c3)CC1)n2CCc1ccccc1	42	21
89	Cc1cc(C)n2nc(C(=O)Nc3nnc(C4CC4)s3)nc2n1	nt	4
90	O=C(CCCn1c(=O)c2ccccc2n(Cc2ccccc2)c1=O)NCc1ccco1	-18	4
91	Cn1c(NC(=O)c2cc(Br)ccc2Cl)cc(=O)n(C)c1=O	32	-7
92	O=c1oc2c3c4c(cc2s1)CCCN4CCC3	17	12
93	O=C(O)CCc1nn2c3ccccc3nc2n(CCN2CCCCC2)c1=O	-27	16
94	COc1ccc(CN2CCC(=O)NC2=O)cc1	-11	9
95	CCO[C@H]1OC(C(=O)NCc2ccccc2)=C[C@@H](C2CCCCC2)[C@@H]1CCCO	nt	4
96	S=c1[nH]nc(CCc2ccccc2)n1Cc1ccccc1	nt	-9
97	O=C(NC(=S)Nc1ccc(S(=O)(=O)N2CCCCC2)cc1)c1ccccc1	nt	9
98	C/C(Nc1ccc(Cl)cc1)=C(/C#N)C(N)=O	nt	24
99	CC(C)(C)Nc1nc(Oc2ccc(=O)n(-c3ccccc3)n2)nc(N2CCOCC2)n1	-11	8
100	COC(=O)c1ccc2c(=O)n(CCCN3CCOCC3)c(=S)[nH]c2c1	-4	-11
101	O=C(O)c1n[nH]c2ccccc12	-2	-20
102	COc1ccc(/C=C(/C#N)C(=O)Nc2ccc(C)cc2C)cc1C(=O)O	nt	15
103	O=C(NCC1CCCO1)C1CCN(S(=O)(=O)c2cccc3cccnc23)CC1 (centres undefined)	3	-8
104	CCOC(=O)Cc1c(C)nc2cc(-c3ccc(C)cc3)[nH]n2c1=O	8	14

Of the compounds above, 13 contain an aryl thioether with sulfur outside any ring:
#	SMILES	HIV RNase H inh	RmlC RmlD mix
3	CCOc1ccc(C(C)=O)cc1CSc1nnc(-c2cccs2)n1CC1CCCO1 (centres undefined)	1	6
4	C=CCSc1nc(C)c(CC(=O)OCCCC)c(=O)[nH]1	-10	-4
9	Cc1ccc(NC(=O)CSc2nnc(-c3cnccn3)n2-c2ccccc2)cc1	nt	9
16	CCn1c(SCC(=O)Nc2ccccc2)nnc1-c1ccc(S(=O)(=O)N2CCOCC2)cc1	-7	-8
29	O=C(O)Cn1c(SCCOc2ccccc2F)nc2ccccc21	-11	1
31	CCn1c(SCC(=O)c2ccc(Br)cc2)nnc1C(C)NC(=O)Cc1ccc(OC)cc1 (centres undefined)	nt	0
40	Cc1sc(NC(=O)CSc2nc(N)n(CC(=O)c3ccccc3)n2)c(C#N)c1C	-25	67
54	Cn1c(Cc2csc(N)n2)nnc1SC/C=C/c1ccccc1	-8	-15
59	CCn1c(COc2ccccc2C)nnc1SCC(=O)N1CCCCC1	-11	-14
72	CCOC(=O)c1c(NC(=O)CSc2nnnn2-c2ccc(OC)cc2)sc(C)c1C	nt	-11
75	Clc1ccccc1CSc1nnc(-c2ccccn2)n1Cc1ccco1	-27	21
77	C=CCn1c(SCC(=O)Nc2ccc3c(c2)OCO3)nnc1-c1ccccc1	1	-11
86	CSc1cccc(NC(=O)C2CCN(S(=O)(=O)c3ccc(F)cc3)CC2)c1	3	-4
